# RGS4 inh: inhibitors of human RGS4 | HEK293 M3R/RGS4 inducible, Fluo-4 calcium flux; stronger effect = higher value; triggered by carbachol at its EC20 | P49798 | 0.45% of 310,000 active | B-score at 10 µM | AID 463165;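 active = B-score, a plate-corrected calcium signal, over three deviations above library mean, with baseline fluorescence within five deviations of library mean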;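 also: RGS4 expression induced by doxycycline in cells with stable M3 receptor; B-score is computed from the integrated fluorescence ratio over baseline after carbachol; higher B-score means a larger calcium signal and so more RGS4 inhibition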
# MrgX1 ag: agonists of human MrgX1 receptor. Q96LB2. AID 588627. 0.44% of 310,000 active. MrgX1-HEK293 cells, Fluo-4 calcium fluorescence, agonist mode; stronger effect = higher value. B-score at 10 µM;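 active = calcium response B-score plate-corrected fluorescence ratio at least 3 library SD, with starting fluorescence B-score inside 5 SD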
#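 Assay system: stable human MrgX1 HEK293 cell line. Quantity: 15,000 cells per well. Schedule: cells plated overnight, dye loaded 0.5 h 37 °C, 0.5 h room temperature. Detection: Fluo-4 NW calcium-flux fluorescence, kinetic read. Read-out basis: peak-minus-minimum fluorescence over baseline, converted to B scores. Control set: positive and negative control wells on each plate.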
# TRPC4 block: blocks the mouse TRPC4 cation channel. 0.39% of 300,000 active. HEK293 TRPC4beta/mu-opioid, DAMGO-evoked Fluo4 calcium flux; stronger effect = lower value. B-score at 10 µM. Q9QUQ5;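 active = B-score over 3 SD under the library average, no early fluorescence shift, positive overall ratio signal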
# Target sequence (Q9QUQ5 whole entry, looked up): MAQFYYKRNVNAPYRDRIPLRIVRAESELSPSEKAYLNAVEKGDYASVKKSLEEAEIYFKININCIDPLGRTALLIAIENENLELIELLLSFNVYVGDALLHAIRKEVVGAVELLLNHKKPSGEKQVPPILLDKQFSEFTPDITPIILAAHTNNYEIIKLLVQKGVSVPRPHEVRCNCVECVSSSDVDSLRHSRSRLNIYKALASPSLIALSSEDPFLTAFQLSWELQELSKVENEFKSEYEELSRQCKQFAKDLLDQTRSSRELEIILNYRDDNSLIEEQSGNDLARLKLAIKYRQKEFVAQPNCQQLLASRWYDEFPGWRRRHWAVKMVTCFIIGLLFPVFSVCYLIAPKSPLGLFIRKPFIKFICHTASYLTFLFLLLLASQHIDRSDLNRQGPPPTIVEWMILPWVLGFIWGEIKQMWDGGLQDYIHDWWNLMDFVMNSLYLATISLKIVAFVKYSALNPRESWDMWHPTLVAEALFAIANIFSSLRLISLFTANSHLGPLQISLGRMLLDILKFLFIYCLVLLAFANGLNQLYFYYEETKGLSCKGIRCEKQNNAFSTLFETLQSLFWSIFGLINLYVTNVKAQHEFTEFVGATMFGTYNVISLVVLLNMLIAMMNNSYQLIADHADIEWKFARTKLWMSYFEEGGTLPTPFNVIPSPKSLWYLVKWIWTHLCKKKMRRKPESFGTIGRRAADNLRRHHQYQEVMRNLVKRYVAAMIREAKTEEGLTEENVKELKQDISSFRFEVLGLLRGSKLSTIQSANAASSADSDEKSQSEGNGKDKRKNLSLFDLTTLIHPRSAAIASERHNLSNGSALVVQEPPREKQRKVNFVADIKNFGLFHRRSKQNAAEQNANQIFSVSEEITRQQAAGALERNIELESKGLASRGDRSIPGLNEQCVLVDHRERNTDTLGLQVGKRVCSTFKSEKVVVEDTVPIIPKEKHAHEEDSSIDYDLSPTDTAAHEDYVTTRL
#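 Assay system: Stable TRPC4beta/mu-opioid receptor HEK293 cells | Reagent: DAMGO in two steps, submaximal then maximal | Compound dosing: Single concentration per test compound | Signal: Fluo4 Ca2+ flux fluorescence | Evaluation: Per-well B score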
# TRPC4 agonist: TRPC4 (mouse) channel activation | Q9QUQ5 | AID 2237 | 0.49% of 310,000 active | HEK293 TRPC4beta/mu-opioid, Fluo4 calcium fluorescence; stronger effect = higher value | B-score at 10 µM;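 active = B-score above 5 SD of library B-scores, and initial fluorescence ratio not above library mean plus 5 SD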;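 also: positive B-score marks a calcium rise read as TRPC4 activation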
#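 Assay system: HEK293 stable line with TRPC4beta plus mu-opioid receptor. Times: dye 45 min RT, read 110 s. Measured by: kinetic Fluo4 calcium fluorescence. Measure: B score of integrated ratio. Controls: assay buffer as low control, maximal DAMGO as high control.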
# ANO1 block: inhibitors of mouse TMEM16A calcium-activated chloride channel; HEK293 TMEM16A/YFP iodide influx fluorescence, ionomycin; normalized B-score (activity score, 25-100; higher = stronger inhibition) at 10 µM; Q8BHY3; 1.2% of 310,000 active;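 active = ratio plate-corrected score three or more library SD toward inhibition, starting fluorescence score within five deviations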;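 also: score derived from kinetic fluorescence span divided by baseline fluorescence per well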
# MrgX1 antagonist: blocks BAM8-22 activation of human MrgX1 receptor | 1.3% of 310,000 active | B-score at 10 µM | AID 588676 | MRGX1-HEK293 calcium flux, Fluo-4, BAM8-22 antagonism; stronger effect = lower value;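 active = calcium-response B-score plate-corrected more than 3 library SD below zero, starting fluorescence within 5 deviations, no agonist response on first addition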;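 also: peak minus trough fluorescence over baseline after final BAM8-22 challenge near maximal dose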
# TRPC4 potent: allosteric potentiators of mouse TRPC4 channel | 0.42% of 310,000 active | HEK293 TRPC4beta/mu-opioid, DAMGO EC20, Fluo-4 Ca2+ flux; stronger effect = higher value | AID 2227 | Q9QUQ5 | B-score at 10 µM;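 active = B-score of calcium response area above 5 SD of library B-scores, with initial fluorescence ratio within 5 SD of library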;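 also: B-score of integrated fluorescence ratio over time as area under calcium response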
# MrgX1 PAM: human MrgX1 positive allosteric modulation, primary screen; Q96LB2; MrgX1-HEK293, Fluo-4 calcium flux, FDSS; stronger effect = higher value; 0.63% of 310,000 active; B-score at 10 µM;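 active = plate-corrected calcium response at least 3 library SD above typical, normal starting fluorescence, not activating the receptor alone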;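 also: compound read alongside a low EC10 to EC30 dose of BAM8-22 agonist; peak minus trough fluorescence over baseline measured at the second addition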
# TMEM16A act: activates or potentiates the mouse TMEM16A chloride channel; 0.3% of 340,000 active; B-score at 10 µM; HEK293 TMEM16A/YFP-H148Q/I152L, iodide quench fluorescence; stronger effect = lower value; AID 623877;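 active = fluorescence-ratio B-score plate-corrected deviation score at least 3 library SD below zero, with starting fluorescence score within 5 deviations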;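 also: channel opened by trigger with iodide after compound preincubation; score built on the fluorescence ratio of max minus min over baseline; more negative score means more quench and so TMEM16A activation or potentiation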
# TRPC6 activator: mouse TRPC6 channel activation; AID 2550; HEK293-TRPC6 membrane potential dye fluorescence; stronger effect = higher value; B-score at 10 µM; Q61143; 0.13% of 310,000 active;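 active = B-score of the integrated fluorescence ratio above library mean plus 3 SD, and starting fluorescence ratio within library mean plus 5 SD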;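 also: higher score means more depolarization so channel activation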
# TRPC6 inhibitor: inhibitors of mouse TRPC6 channel; Q61143; HEK293-TRPC6, membrane potential dye, ACh-evoked depolarization; stronger effect = lower value; B-score at 10 µM; 1.1% of 310,000 active; AID 2553;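 active = B-score under library mean minus 3 SD, initial fluorescence not abnormally high, positive integrated signal ratio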;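 also: B-score derived from integrated fluorescence ratio over the kinetic read; more negative B-score means stronger inhibition of depolarization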
# * = called active by the depositor; i = inactive; x = not tested or not shown.
SMILES,RGS4 inh,MrgX1 ag,TRPC4 block,TRPC4 agonist,ANO1 block,MrgX1 antagonist,TRPC4 potent,MrgX1 PAM,TMEM16A act,TRPC6 activator,TRPC6 inhibitor
O=c1[nH]c(Nc2ccccc2Cl)cc2ccccc12,i,i,i,i,i,i,i,8*,i,i,i
Cc1cc(C)c(/C=N/NC(N)=O)c(C)c1/C=N/NC(N)=O,i,i,i,i,i,i,i,i,i,i,i
NC(N)=N/N=C/c1ccccc1OC(F)F,i,i,i,i,i,i,i,i,i,i,i
CCCOC(=O)C1=C(C)NC2=C(C(=O)C(C(=O)OC)C(C)C2)C1c1ccc(N(CC)CC)cc1 (configuration not stated),i,i,i,i,i,-7.8*,i,i,i,i,i
CC(=O)Nc1ccc(-c2nc(C)c(C(C)=O)n2O)cc1,i,i,i,i,i,i,i,i,i,i,i
O=C(Nc1ccccc1N1CCN(C(=O)c2ccccc2)CC1)c1ccco1,i,i,i,i,i,i,i,i,i,i,i
Cc1ccc(S(=O)(=O)NC(=O)c2ccccc2)cc1C(C)C,i,i,i,i,i,-8.1*,i,i,i,i,i
Cc1cc(C(=O)Nc2ccccc2C)n(-c2ccccc2)n1,i,i,i,i,i,i,i,i,i,i,i
Cc1cc(C(=O)Cn2nnc3ccccc3c2=O)c(C)n1-c1ccccc1F,i,i,i,i,i,i,14*,i,i,i,i
COc1ccc(NC(=O)Nc2cc(NC(=O)Nc3ccc(OC)cc3)c(C)nc2C)cc1,i,i,i,i,i,i,i,i,i,i,i
CCCCn1c(SCC(=O)Nc2cc(C)on2)nnc1-c1cccs1,i,i,i,i,i,i,i,6.8*,i,i,i
Cc1cc(C)nc(NC(N)=NCCc2c[nH]c3ccccc23)n1,i,i,i,i,i,i,i,i,i,i,-5*
N#CC(C(=O)OC1CCCCC1)c1nc2ccccc2nc1N1CCOCC1 (configuration not stated),i,i,i,i,i,i,i,i,i,i,i
CC(=O)C1=C(C)N(CC2CC2)C(=O)N[C@H]1c1cccs1,x,i,x,x,i,i,x,i,i,x,x
CCc1ccc(NC(=O)C(=O)NCCN2CCN(S(=O)(=O)c3ccccc3)CC2)cc1,i,i,i,i,i,i,i,i,i,i,i
COc1ccc(CN=C(NS(=O)(=O)c2cccs2)SC)cc1,i,i,i,i,i,i,i,i,i,i,i
O=C(Nc1ccccc1)c1ccncc1,i,i,i,i,i,i,i,i,i,i,i
CC(C)CN(CC(C)C)S(=O)(=O)N1CCC(C(=O)NCc2cccs2)CC1,i,i,i,i,i,i,i,i,i,i,i
N#CC1(NC(=O)CSc2nnc(COc3ccccc3F)n2N)CCCCC1,i,i,i,i,i,i,i,i,i,i,i
CNS(=O)(=O)c1cccc(C(=O)OCC(=O)c2cc3ccccc3o2)c1,i,i,i,i,i,i,i,i,i,i,i
CC(=O)Nc1cccc(NC(=O)Cc2nc(-c3ccccc3)sc2-c2ccc(C)cc2)c1,i,i,i,i,i,i,i,i,i,i,i
CCN(CC)CC(O)c1cccn1-c1ccc(CNC(=O)NC(C)C)cc1 (configuration not stated),i,i,i,i,i,i,i,i,i,i,i
COCCCn1c(=O)c2ccccc2n(CC(=O)NC2CCCC2)c1=O,i,i,i,i,i,i,i,i,i,i,i
OCCN1CCN(CCSc2ccccc2)CC1,i,i,i,i,i,i,i,i,i,i,i
CC(OC(=O)c1ccc(S(=O)(=O)NCc2ccco2)cc1)C(=O)Nc1ccc(Cl)cn1 (configuration not stated),i,i,i,i,i,-6.5*,i,i,i,i,i
COc1ccc(C(=O)CN2C(=O)c3ccccc3C2=O)cc1,i,i,i,i,i,i,i,i,i,i,i
COc1cccc(-n2nnnc2SCC(=O)Nc2ccc(NC(C)=O)cc2)c1,i,i,i,i,i,i,i,i,i,i,i
Cc1cc(Cl)ccc1Oc1ncc(-c2ccc(Cl)cc2)cn1,i,i,i,i,i,i,i,i,i,i,i
O=[N+]([O-])c1cc(-c2ncccn2)cs1,i,i,i,i,i,i,i,i,i,i,i
O=C(Nc1ccccc1N1CCCCC1)c1ccccc1F,i,i,i,i,25*,i,i,i,i,i,i
COc1ccc(N=C2C(=Nc3ccc(OC)cc3)N(c3ccc(OC)cc3)C(=S)N2C(=O)c2ccc(OC)cc2)cc1,i,i,i,i,i,i,i,i,i,i,i
O=c1[nH]c(=O)c2cn[nH]c2[nH]1,x,i,x,x,i,i,x,i,i,x,x
CCC(=O)Nc1ccc(-c2nnc(SCC(=O)Nc3nccs3)n2C)cc1,i,i,i,i,i,i,i,i,i,i,i
COc1cc2c3c([nH]c2cc1F)C(=O)NCC3,i,i,i,i,i,i,i,i,i,i,i
Cc1cc(C)cc(OCc2nnc(SCC(=O)N3CCN(c4ccccc4)CC3)o2)c1,i,i,i,i,i,i,i,i,i,i,i
O=[N+]([O-])c1ccc2c(c1)C=C1CCCCC1(N1CCCC1)O2 (configuration not stated),i,i,i,i,i,i,i,i,i,i,i
CC1CCN(C(=O)COC(=O)Cc2ccc(Br)cc2)CC1,i,i,i,i,i,i,i,i,i,i,i
Cc1ccc([N+](=O)[O-])cc1NC(=O)CN(C(=O)c1ccccc1Cl)C1CCCCC1,i,i,i,i,i,i,i,i,i,i,i
O=S(=O)(c1ccc2nc(Cc3cccc(C(F)(F)F)c3)[nH]c2c1)N1CCOCC1,i,i,i,i,i,i,i,i,i,i,i
O=c1cc(NCCc2ccccc2)c2ccccc2o1,i,i,i,i,i,i,i,i,i,i,i
CN(C)c1ccc(/C=C2\C(=N)N3N=C(CC(=O)N4CCCC4)SC3=NC2=O)cc1Br,i,i,i,i,i,i,i,i,i,i,i
Cc1onc(-c2c(Cl)cccc2Cl)c1C(=O)c1ccc(F)cc1,i,i,i,i,i,i,i,i,i,i,i
O=C(Nc1nnc(S(=O)(=O)N2CCCCCC2)s1)c1ccc(Br)cc1,i,i,i,i,i,i,i,i,i,i,i
CC(=O)c1cccc(N(C(=O)c2cnccn2)C(C(=O)NCc2ccccc2)c2ccco2)c1 (configuration not stated),i,i,i,i,i,i,i,i,i,i,i
COc1ccc(CC(=O)Nc2nc(-c3cc(OC)ccc3OC)cs2)cc1,i,i,i,i,i,i,i,i,i,i,i
CCC(C)NS(=O)(=O)c1ccc(OCC(=O)NCc2ccc(OC)cc2)cc1 (configuration not stated),i,i,i,i,i,i,i,i,i,i,i
CCCNc1nc2c(c(=O)[nH]c(=O)n2C)n1CCC(C)C,i,i,i,i,i,i,i,i,i,i,i
CN(CCOc1ccccc1)C(=O)c1ccc(N2CCCC2)c([N+](=O)[O-])c1,i,i,i,i,i,i,i,i,i,i,i
Cc1ccc2c(c1)nnn2C1CCN(S(=O)(=O)c2ccc(C(=O)N3CC(C)CC(C)C3)cc2)CC1 (configuration not stated),i,i,i,i,i,i,i,i,i,i,i
CCCCn1c(N)c(N(CCOC)C(=O)c2oc3ccc(OC)cc3c2C)c(=O)[nH]c1=O,i,i,i,i,i,i,i,i,i,i,i
CCN1C(=O)C2(C(C(=O)c3ccc(C)o3)=C(O)C(=O)N2CCCN(C)C)c2ccccc21 (configuration not stated),i,i,i,i,i,i,i,i,i,i,i
Cn1nc(C(=O)NC(C)(C)C)c2ccccc21,i,i,i,i,i,i,i,i,i,i,i
COc1ccc(/C=N/n2c(N)c(S(=O)(=O)c3cccs3)c3nc4ccccc4nc32)cc1OC,i,i,i,i,i,i,i,i,i,i,i
O=C(/C=C/N1CCOCC1)c1ccc(-c2ccccc2)cc1,i,i,i,i,i,i,i,i,i,i,i
OCC1(CO)COC2(CCCC2)N1,i,i,i,i,i,i,i,i,i,i,i
COc1ccc(N(C(C)C(=O)NN=C2CCCCCCC2)S(C)(=O)=O)cc1 (configuration not stated),i,i,i,i,i,i,i,i,i,i,i
CC(C)Sc1n[nH]c(=O)n1-c1cccc(C(F)(F)F)c1,i,i,i,i,i,i,i,i,i,i,i
COC(=O)C1CCN(C(=O)CN(C)Cc2ccc(C(C)(C)C)cc2)CC1,i,i,i,i,i,i,i,i,i,i,i
COc1ccc(C(=O)N/C(=C/c2ccco2)C(=O)NC2CCS(=O)(=O)C2)cc1 (configuration not stated),i,i,i,i,i,i,i,i,i,i,i
Cc1c(/C=N/NC(=O)c2cc(=O)[nH]c(=O)[nH]2)c2ccccn2c1C(=O)c1ccccc1,i,i,i,i,i,i,i,i,i,i,i
# Continued.
SMILES,RGS4 inh,MrgX1 ag,TRPC4 block,TRPC4 agonist,ANO1 block,MrgX1 antagonist,TRPC4 potent,MrgX1 PAM,TMEM16A act,TRPC6 activator,TRPC6 inhibitor
Cc1cc(C(=O)NC2CCCc3c2cnn3-c2cc(F)cc(F)c2)nn1C (configuration not stated),i,i,i,i,i,i,i,i,i,i,i
Cc1ccc2c(c1)N(C(=O)NC1CCCCC1)C(C)(C)CC2C (configuration not stated),i,i,i,i,i,i,i,i,i,i,i
CC1CCCCN1C(=O)N[C@@H](Cc1ccccc1)C(=O)O (some centres not stated),i,i,i,i,i,i,i,i,i,i,i
O=C(N1CCOCC1)N1CCN(S(=O)(=O)N2CCCCC2)CC1,i,i,i,i,i,i,i,i,i,i,i
Cc1nnc(NN2CCOCC2)[nH]c1=O,i,i,i,i,i,i,i,i,i,i,i
O=C1CC(C(=O)Nc2ccccc2)N=C(N2CCOCC2)N1 (configuration not stated),i,i,i,i,i,i,i,i,i,i,i
C#Cc1cccc(NC(=O)c2ccc3c(c2)C(=O)N(Cc2cccnc2)C3=O)c1,i,i,i,i,i,i,i,i,i,i,i
Cc1ccc(S(=O)(=O)N2CCN(C(=O)c3cc(=O)[nH]c4ccccc34)CC2)c(C)c1,i,i,i,i,i,i,i,i,i,i,i
COCc1cc(C)nc(SCC(=O)NC2CCCCC2C)c1C#N (configuration not stated),i,i,i,i,i,i,i,i,i,i,i

# Screens deposited in PubChem BioAssay by Johns Hopkins Ion Channel Center.
